mIAP inh: inhibitors of mouse IAP, primary screen, biochemical, luminescence, uHTS. intestinal alkaline phosphatase [Mus musculus]. purified mouse IAP, CDP-Star luminescence, 30 min. inhibition, % at 10 µM. actives 0.2% (n = 330,000). AID 2806, 2010;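 active = inhibition of at least 40% at 10 µM in the primary screen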;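 note: plate controls were DMSO with enzyme for no effect and no enzyme wells for full effect; values of inactives mirror those of a sister screen read the other way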
hIAP inh: human IAP inhibitors, primary screen, biochemical, luminescence, uHTS | Intestinal-type alkaline phosphatase (Homo sapiens), P09923 | purified IAP, CDP-Star luminescence, 30 min | inhibition, % at 10 µM | actives 0.12% (n = 330,000) | AID 2544, 2010;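 active = inhibition reaching a set limit with compound at 10 µM in the primary screen, cut at about 35% in these data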;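 note: plate controls were DMSO wells with enzyme for no effect and no-enzyme buffer wells for full effect; values of inactives mirror those of a sister screen read the other way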
Target sequence (P09923 whole entry, looked up): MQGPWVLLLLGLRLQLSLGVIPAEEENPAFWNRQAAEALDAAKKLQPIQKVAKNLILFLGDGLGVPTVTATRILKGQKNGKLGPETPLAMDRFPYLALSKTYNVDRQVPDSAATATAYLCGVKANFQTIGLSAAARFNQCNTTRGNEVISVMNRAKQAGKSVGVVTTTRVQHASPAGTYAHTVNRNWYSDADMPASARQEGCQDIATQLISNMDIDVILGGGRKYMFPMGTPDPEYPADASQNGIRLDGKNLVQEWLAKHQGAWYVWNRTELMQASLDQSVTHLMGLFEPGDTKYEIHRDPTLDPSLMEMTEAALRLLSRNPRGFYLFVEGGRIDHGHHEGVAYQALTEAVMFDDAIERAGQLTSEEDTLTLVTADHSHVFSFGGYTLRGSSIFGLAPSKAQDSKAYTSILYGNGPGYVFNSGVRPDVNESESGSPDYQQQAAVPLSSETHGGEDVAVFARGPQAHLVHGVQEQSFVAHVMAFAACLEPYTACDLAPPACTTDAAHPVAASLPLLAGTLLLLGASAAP
hIAP act: human IAP activators, primary screen, biochemical, luminescence, uHTS | Intestinal-type alkaline phosphatase (Homo sapiens), P09923 | purified human IAP, CDP-Star luminescence, 30 min; stronger effect = higher value; 1 = vehicle-only enzyme, 0 = enzyme-free background | activation factor at 10 µM | actives 0.16% (n = 330,000) | AID 2524, 2010;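 active = activation factor of the enzyme at least 2-fold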; note: the source names both 10 and 20 µM as test concentration; values of inactives mirror those of a sister screen read the other way
A3A deaminase: APOBEC3A ssDNA deaminase inhibitors, primary screen, selectivity assay for APOBEC3G inhibitor project, biochemical, FAM/TAMRA oligo cleavage fluorescence; DNA dC->dU-editing enzyme APOBEC-3A (Homo sapiens), P31941; recombinant A3A, FAM/TAMRA ssDNA deamination fluorescence; inhibition, % at 20 µM; actives 0.41% (n = 330,000);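 active = at least 40% inhibition at 20 µM here, with at most 30% in a related deaminase screen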;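 note: plate controls were A3A with DMSO for no effect and wells lacking A3A enzyme for full effect; some results filed as inactive read as strong as hits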
Target sequence (P31941 whole entry, looked up): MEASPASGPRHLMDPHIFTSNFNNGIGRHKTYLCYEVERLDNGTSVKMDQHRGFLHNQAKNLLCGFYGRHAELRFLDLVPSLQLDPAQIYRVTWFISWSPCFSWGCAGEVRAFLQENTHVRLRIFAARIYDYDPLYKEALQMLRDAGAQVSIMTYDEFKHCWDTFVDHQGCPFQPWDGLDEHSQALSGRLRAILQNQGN
MPTP block: mitochondrial permeability transition pore inhibitors, primary screen, biochemical, isolated mouse mitochondria, absorbance. Ca2+ swelling absorbance, 30 min. inhibition, % at 10 µM. actives 1.4% (n = 360,000);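 active = inhibition of 50% or more, scaled per plate between neutral and stimulator controls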;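 note: 0% = DMSO wells given calcium and 100% = 1 mM EGTA wells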
APOBEC3G inh: APOBEC3G DNA deaminase inhibitors, primary screen, biochemical, fluorescence, single-stranded DNA substrate, uHTS | actives 0.28% (n = 330,000) | DNA dC->dU-editing enzyme APOBEC-3G (Homo sapiens), Q9HC16 | recombinant A3G, ssDNA deamination FAM/TAMRA fluorescence | inhibition, % at 20 µM | AID 493012, 2011;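 active = inhibition of at least 40% at 20 µM, with no more than 30% in the related APOBEC3A deaminase screen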;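 note: plate controls were DMSO wells with A3G for no effect and wells lacking A3G enzyme for full effect; some compounds called inactive have numbers as strong as hits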
Target sequence (Q9HC16 whole entry, looked up): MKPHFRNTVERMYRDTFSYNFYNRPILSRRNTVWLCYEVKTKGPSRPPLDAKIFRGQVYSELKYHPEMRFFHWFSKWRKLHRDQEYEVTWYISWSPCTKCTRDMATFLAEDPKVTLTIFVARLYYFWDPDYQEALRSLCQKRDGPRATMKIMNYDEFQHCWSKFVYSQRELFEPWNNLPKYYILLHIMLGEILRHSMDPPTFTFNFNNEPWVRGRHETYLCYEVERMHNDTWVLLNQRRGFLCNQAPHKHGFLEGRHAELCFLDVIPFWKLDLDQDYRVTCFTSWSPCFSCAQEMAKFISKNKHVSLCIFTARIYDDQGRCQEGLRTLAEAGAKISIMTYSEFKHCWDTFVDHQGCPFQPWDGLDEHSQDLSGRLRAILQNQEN
mIAP activ: activators of mouse IAP, primary screen, biochemical, luminescence, uHTS | activation factor at 10 µM | AID 2805, 2010 | actives 0.24% (n = 330,000) | muIAP, CDP-Star luminescence, 30 min; stronger effect = higher value; 1 = vehicle-only enzyme signal, 0 = enzyme-free wells;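 active = activation factor of at least 2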; note: the source names both 10 and 20 µM as test concentration; values of inactives mirror those of a sister screen read the other way
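also added = chemiluminescent substrate CDP-Star | test system = mouse IAP enzyme | signal = chemiluminescence readout | compound = DMSO-dissolved test compounds | incubation = 30 min at room temperature | benchmarks = DMSO wells, no-enzyme wells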
MIN6 prolif: inducers of MIN6 beta-cell proliferation, primary screen, ATP luminescence, uHTS; proliferation, % at 10 µM; MIN6 cells proliferation, ATPlite luminescence, 48 h; cells starved in 0.2% serum; 100% = growth in 10% serum; AID 2380, 2010; actives 0.29% (n = 330,000);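 active = compounds whose signal lies at least 3.5 SD above the mean of all wells on their plate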;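 note: 0% = DMSO-treated cells in low-serum medium and 100% = 10% serum control; some compounds called inactive have numbers as strong as hits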
ATG4B inh: ATG4B protease inhibitors, primary screen, biochemical, fluorescence, uHTS; ATG4B cleavage of LC3-PLA2, NBD-HPC fluorescence, 1 h; inhibition, % at 8.33 µM; actives 0.51% (n = 340,000); AID 504462, 2011; in the data active = inhibition above about 40%
* marks the source's active call; other numbers are inactive results. Outcome played no part in choosing rows, and some 3.3% of all compounds hit somewhere here.

SMILES | mIAP inh | hIAP inh | hIAP act | A3A deaminase | MPTP block | APOBEC3G inh | mIAP activ | MIN6 prolif | ATG4B inh
Cc1ccccc1C(=O)NCC(c1ccco1)N1CCc2ccccc21 (centres undefined) | -2 | 20 | 0.8 | -1 | 0.8 | 11 | 1 | -3 | 6
NC(=O)c1c(NC(=O)c2cccs2)sc2c1CCCCCC2 | 11 | -1 | 1 | -4 | 1.2 | -5 | 0.89 | -3 | -9
Cc1cc(C(=O)CSc2nnc(-c3ccc4c(c3)OCO4)o2)c(C)n1-c1ccc(F)cc1 | 2 | 10 | 0.9 | 1 | 94* | -1 | 0.98 | -6 | -7
Cc1ccc(C(C(=O)NC2CCCCC2)N2CCOCC2)cc1 (centres undefined) | -9 | -4 | 1 | 0 | -1.0 | -7 | 1.1 | 0 | 8
CC(=O)[C@@]1(O)CCC2C3CC[C@H]4C[C@@H](O)CC[C@]4(C)C3CC[C@@]21C (some centres undefined) | -11 | -21 | 1.2 | 1 | -0.2 | -1 | 1.1 | 0 | 0
Cn1c(CNc2cccc(Cl)c2)nnc1SCC#N | 1 | 9 | 0.91 | 4 | -1.2 | -10 | 0.99 | 0 | -1
COc1ccc(NC(=O)/C(C#N)=C/c2ccc3c(c2)n(C)c(=O)n3C)cc1 | 0 | 9 | 0.91 | -4 | 3.1 | -10 | 1 | 0 | 28
Cc1ccc([C@@H]2CC=C(C(=O)O)[C@H](c3cccc(Cl)c3)N2S(=O)(=O)c2ccccc2C)cc1 | 2 | -13 | 1.1 | -7 | 1.8 | -10 | 0.98 | -4 | 12
O=[N+]([O-])c1ccccc1/C=N/n1c(-c2ccccc2)n[nH]c1=S | 2 | 2 | 0.98 | -10 | -0.3 | 51* | 0.98 | -1 | 6
O=C(CSc1nnc(-c2ccccc2)o1)OCc1ccccc1 | -2 | -4 | 1 | -1 | -0.7 | -5 | 1 | 0 | 1
COc1cccc(NC(=O)CN(C)C(=O)c2cccc(S(=O)(=O)Nc3ccccc3OC)c2)c1 | -11 | -10 | 1.1 | 3 | 0.0 | -3 | 1.1 | 1 | -5
CCCCN1CC2=C(C1=O)C(c1ccc(O)cc1)NC(=O)N2C (centres undefined) | -7 | -8 | 1.1 | 0 | 0.6 | -4 | 1.1 | -4 | 1
CCOC(=O)CSCC(=O)N1CCC(Cc2ccccc2)CC1 | 14 | 14 | 0.86 | -2 | -1.4 | -15 | 0.86 | -1 | -4
Cc1c(F)cccc1NS(=O)(=O)c1ccc2c(c1)c(C)cc(=O)n2C | 0 | -9 | 1.1 | -1 | -1.3 | -5 | 1 | -1 | -1
CCOC(=O)N1CCC(N2C(=O)c3ccccc3C2Nc2cc(OC)c(OC)c(OC)c2)CC1 (centres undefined) | 4 | -4 | 1 | -7 | 0.1 | -8 | 0.96 | 0 | -6
Cc1c(C=O)c2ccccn2c1C(=O)c1cccs1 | 10 | 12 | 0.88 | 3 | -0.8 | 2 | 0.9 | 1 | 7
CN(Cc1cccc(F)c1)C(=O)c1ccc(NS(=O)(=O)c2ccc3[nH]c(=O)[nH]c3c2)cc1 | 0 | 3 | 0.97 | -3 | -1.1 | -5 | 1 | 1 | 0
COc1ccc2cc(C(=O)C3CCCN(C(=O)c4cccnc4)C3)ccc2c1 (centres undefined) | 12 | -20 | 1.2 | -8 | -1.1 | -7 | 0.88 | 0 | 24
Cc1nc(-c2ccc(Cl)cc2)sc1C1(C)CC(c2ccc(F)cc2)=NO1 (centres undefined) | 3 | 0 | 1 | 0 | 0.1 | 1 | 0.97 | -6 | 3
CCC(c1ccc(O)cc1)C(CC)c1ccc(O)cc1 (centres undefined) | 6 | -5 | 1.1 | 2 | 3.3 | -2 | 0.94 | -7 | 2
Cc1cccc(C(=O)N2CCN(c3ccc([N+](=O)[O-])c(NCc4ccco4)c3)CC2)c1 | 13 | -2 | 1 | -1 | 0.0 | -2 | 0.87 | -2 | -8
Cc1ccc2[nH]c(=O)c(NC(N)=S)nc2c1 | 7 | -5 | 1.1 | 3 | -0.3 | 3 | 0.93 | 0 | -9
CCCCN1CC[C@H]2C=CC[C@@H](C(=O)N3CCOCC3)[C@H]2C1=O | -3 | -8 | 1.1 | -5 | -3.2 | -8 | 1 | -2 | -11
O=C(Cc1cccs1)Nc1nnc(Cc2ccccc2)s1 | 0 | -2 | 1 | 64* | -3.5 | 29 | 1 | -2 | 22
O=C(O)CN1C(=O)CC(Cc2ccccc2)C1=O (centres undefined) | 8 | 15 | 0.85 | 0 | -0.1 | -1 | 0.92 | -3 | -3
COc1ccc(C(=O)NC2CCCCC2)cc1OC1CCN(C(C)C)CC1 | 7 | 15 | 0.85 | -3 | -1.3 | -6 | 0.93 | 0 | -6
COc1ccc(C2=Nn3c(nnc3-c3ccccc3)SC2)cc1OC | 0 | -8 | 1.1 | -2 | 2.4 | -7 | 1 | 7 | 5
CCNc1nc2c(c(=O)n(C)c(=O)n2C)n1CCCc1ccccc1 | -4 | 0 | 1 | -3 | 11 | 1 | 1 | -1 | -1
CC(C)CC[n+]1ccn(-c2nc3ccccc3nc2[N-]S(=O)(=O)c2ccccc2)c1 | -3 | -22 | 1.2 | -4 | -0.3 | -7 | 1 | 0 | -8
COC(=O)c1ccccc1NC(=O)c1ccc(NS(C)(=O)=O)cc1 | -16 | 1 | 0.99 | 0 | -2.0 | -1 | 1.2 | 1 | -3
Cc1cc(Cl)ccc1NC(=S)Nc1cccnc1 | -1 | 8 | 0.92 | -3 | 29 | -6 | 1 | -3 | 2
O=C(O)c1ccc(CSc2nnc(-c3ccccc3Cl)n2-c2ccccc2)cc1 | -2 | -2 | 1 | -3 | -1.0 | -5 | 1 | 0 | 11
Cc1ccc(C(=O)NNC2=NCCC2)cc1 | -2 | -3 | 1 | -2 | -0.4 | -4 | 1 | -2 | -14
Cc1cc(Cl)ccc1NC(=O)COC(=O)c1cc([N+](=O)[O-])ccc1N1CCOCC1 | 5 | 16 | 0.84 | 12 | 0.4 | -5 | 0.95 | 2 | -11
CCN(C(=O)CSc1nnc(Cn2nnc3ccccc32)o1)c1nc(-c2ccccc2)cs1 | 1 | 10 | 0.9 | 0 | 12 | -8 | 0.99 | -5 | 3
O=C(COC(=O)c1ccco1)Nc1cccc(S(=O)(=O)N2CCCCC2)c1 | -6 | -6 | 1.1 | -2 | 0.2 | -3 | 1.1 | -2 | -7
FC(F)(F)c1cnc2c(c1)[nH]c(=S)n2-c1ccc(Cl)cc1 | 1 | 8 | 0.93 | -3 | 10 | -5 | 0.99 | -3 | 5
Cc1n[nH]c(=O)n1-c1ccc(C(C)(C)C)cc1 | 9 | 4 | 0.96 | -2 | -0.6 | -5 | 0.91 | -3 | -14
COc1ccc(NC(=O)CN(C)C(=O)c2ccccc2SCC(=O)N2CCCC2)cc1 | -2 | -4 | 1 | 5 | -0.5 | 8 | 1 | -5 | -1
O=C(CCCNS(=O)(=O)c1cccc2nsnc12)N1CCCCC1 | 2 | 1 | 0.99 | 4 | -0.7 | 0 | 0.98 | -5 | 8

Some of the entries so far, with values under each structure:
Values in the order – mIAP inh, hIAP inh, hIAP act, A3A deaminase, MPTP block, APOBEC3G inh, mIAP activ, MIN6 prolif, ATG4B inh
> COC(=O)c1ccccc1NC(=O)c1ccc(NS(C)(=O)=O)cc1
    -16, 1, 0.99, 0, -2.0, -1, 1.2, 1, -3
> Cc1cc(Cl)ccc1NC(=S)Nc1cccnc1
    -1, 8, 0.92, -3, 29, -6, 1, -3, 2

(list continues)
SMILES | mIAP inh | hIAP inh | hIAP act | A3A deaminase | MPTP block | APOBEC3G inh | mIAP activ | MIN6 prolif | ATG4B inh
CC(C)C[C@H]1CNC(=O)C(=O)N1C[C@H](C)NC(=O)Cc1ccccc1 | 11 | -1 | 1 | 5 | 0.6 | -12 | 0.89 | -1 | 4
Cc1ccc(S(=O)(=O)N2CCC(C(=O)N3CC(C)OC(C)C3)CC2)cc1 (centres undefined) | 1 | -4 | 1 | 0 | -1.7 | -6 | 0.99 | -2 | -3
COc1ccc(-c2ncc3ccccn23)cc1 | 9 | 24 | 0.76 | -3 | 0.2 | 4 | 0.91 | -1 | 4
O=C(COC(=O)c1cccs1)NCCCc1ccccc1 | -12 | -18 | 1.2 | -2 | -0.1 | -1 | 1.1 | -1 | -8
Cc1ccc(N2C(=O)NC(NS(=O)(=O)c3ccccc3)(C(F)(F)F)C2=O)cc1C (centres undefined) | 2 | 10 | 0.9 | -3 | -0.6 | -4 | 0.98 | -1 | -4
CN(C(=S)Nc1ccccc1F)C1(c2ccccc2Cl)CCCCC1=O (centres undefined) | 6 | 27 | 0.73 | 0 | -1.3 | -1 | 0.94 | -4 | -8
COc1ccc(-c2nc(C#N)c(N3CCC(C(N)=O)CC3)o2)cc1 | -16 | -19 | 1.2 | -8 | 5.6 | -6 | 1.2 | -3 | -4
Cc1cc(C)cc(OCc2nnc(SCC(=O)NC3CC3)n2C)c1 | 2 | 0 | 1 | -2 | 0.8 | -6 | 0.98 | 4 | -7
CCOC(=O)c1cc(-c2ccccc2)sc1NC(=O)CN1C(=O)c2ccccc2C1=O | 7 | 7 | 0.93 | -1 | -0.7 | -8 | 0.93 | -2 | -12
Cc1cc(OC(C)C(=O)NCCCn2ccnc2)c2c(C)c(C)c(=O)oc2c1 (centres undefined) | -8 | 0 | 1 | -2 | -0.6 | -5 | 1.1 | -4 | -5
Cc1cccc(NC(=S)Nc2ccc(Oc3ccccc3)cc2)n1 | 2 | -7 | 1.1 | 0 | 6.5 | -3 | 0.98 | 0 | 44*
O=C(c1ccc(Br)cc1)N1CCC(C(=O)N2CCN(c3ccccc3)CC2)CC1 | 1 | -4 | 1 | 2 | 0.0 | -4 | 0.99 | -1 | 2
Cc1noc(NS(=O)(=O)c2ccc(N/C=C\C(=O)c3ccccc3)cc2)c1C | 5 | 6 | 0.94 | 1 | -0.4 | 1 | 0.95 | 1 | -9
Cc1c([N+](=O)[O-])c(C(=O)NC2CCCCC2)nn1C | 3 | 15 | 0.85 | 0 | -2.0 | -3 | 0.97 | 2 | -5
O=C(NCc1ccccc1Cl)C1CCCN1C(=O)Nc1ccccc1 (centres undefined) | -3 | -21 | 1.2 | -1 | 1.2 | -3 | 1 | -2 | 6
OCCN(Cc1ccccc1)C(=S)Nc1ccc(F)cc1 | 6 | 6 | 0.94 | -1 | 0.7 | 9 | 0.94 | 2 | -6
CN1CCc2c(sc(NC(=O)c3ccco3)c2C(N)=O)C1 | 3 | -18 | 1.2 | -7 | -0.5 | -7 | 0.97 | 1 | 1
Cn1nnc2cc(C(=O)NCc3ccco3)ccc21 | 8 | 3 | 0.97 | 2 | -0.6 | 3 | 0.93 | -2 | -5
CC[n+]1c(/C=C(\C)SC)sc2ccccc21 | 6 | -7 | 1.1 | 1 | 1.4 | -5 | 0.94 | -4 | 0
COc1cc([N+](=O)[O-])ccc1NC(=O)Nc1cnccn1 | 7 | -3 | 1 | -2 | 1.1 | 2 | 0.93 | 10 | 2
